GAA inh = blocks human lysosomal alpha-glucosidase | P10253 | purified human GAA, 4-MU-alpha-glucoside fluorescence | Potency, µM (series often up to 76.9 µM), inactives show at the top dose activity change, negative = inhibition, hits mostly inhibitors | hit rate 0.005% among 200,000 | AID 1466;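 note: plate controls were uninhibited enzyme wells for no effect and no-enzyme background for full effect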
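Human enzyme at 4 nM with 400 uM 4-methylumbelliferyl-alpha-D-pyranoside, citrate/phosphate buffer pH 5.0, 0.005% Tween-20, 20 min at room temperature. Compounds up to 77 uM. 4-MU fluorescence (Ex 365/Em 440) read after NaOH/glycine stop; AC50 from Hill fit.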
HttQ103 aggreg = reduces HttQ103-GFP aggregates in PC12 cells; Potency, µM (series often up to 46.1 µM), for inactives: at the top dose activity change, negative = inhibition, actives largely listed as inhibitors; hit rate 1.1% among 220,000; PC12 HttQ103-GFP aggregates, Acumen cytometry, 40 h; AID 1688; note: % is set by controls: 0 for no effect and ±100 for the full control effect; nearly all actives have a fitted effect of over 60% in size
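Steps: seed 1500 PC12 HTTQ103-GFP cells/well; add tebufenozide, 100 nM final; add compound titration; add ATPLite reagent; quantify GFP aggregates by laser scanning cytometry.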
GoLoco inh red = inhibitors of human Gai1-RGS12 GoLoco interaction (red fluorophore). P63096. Gai1:RGS12 GoLoco peptide FP, rhodamine, 10 min. Potency, µM (series often up to 61.6 µM), inactives show top-dose activity, negative = inhibition, usual class: inhibitors. hit rate 0.44% among 230,000. AID 880; active = well fitted inhibition curve with a large enough effect, not every such curve was filed as active; inactive = no such curve, though single readings can be large or run the other way; note: % is set by controls: 0 for no effect and ±100 for the full control effect; nearly all actives have a fitted effect of over 30% in size; many of its hits are not listed in these tables
Target sequence (P63096 whole entry, looked up): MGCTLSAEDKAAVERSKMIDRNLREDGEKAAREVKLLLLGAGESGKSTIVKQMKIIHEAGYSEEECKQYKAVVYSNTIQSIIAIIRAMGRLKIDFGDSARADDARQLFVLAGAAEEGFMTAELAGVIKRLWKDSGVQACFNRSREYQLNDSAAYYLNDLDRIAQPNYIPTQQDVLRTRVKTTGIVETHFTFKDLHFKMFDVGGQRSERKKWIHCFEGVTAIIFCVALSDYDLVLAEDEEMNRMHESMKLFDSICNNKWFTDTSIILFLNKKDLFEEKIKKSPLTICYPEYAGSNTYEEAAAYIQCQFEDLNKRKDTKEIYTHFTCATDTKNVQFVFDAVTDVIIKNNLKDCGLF
HTT cytoprotect = protects HTT-Q103 PC12 cells, measured by ATP; hit rate 0.14% among 230,000; PC12 HTT-Q103 induced, cytoprotection, ATP luminescence, 40 h; Potency, µM (series often up to 56.4 µM), for the others: cytoprotection (ATP increase), most hits filed as activators;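 note: % of control where 0% means no effect; nearly all actives have a fitted effect of over 45% in size; toxic huntingtin expression switched on by the ecdysone agonist tebufenozide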
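Rat PC12, Q103 Htt exon1-GFP fusion, ecdysone promoter; tebufenozide inducer 100 nM final; compound titration; qHTS, 1500 cells/well; ATPlite luminescent read.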
GAA spleen mod = lysosomal alpha-glucosidase (human) modulation; AID 2112; human spleen homogenate, 4-MU-alpha-glucoside fluorescence; hit rate 0.006% among 240,000; P10253; Potency, µM (titrated, usually from 79.9 µM), for the others: at the highest dose activity change, negative = inhibition, usual class: inhibitors;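 note: 0% = enzyme with vehicle and -100% = no enzyme basal signal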
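Human spleen homogenate (1 ug) with 4-methylumbelliferyl-alpha-D-glucopyranoside (1 mM final) in 50 mM citrate/phosphate pH 5.0, 0.01% Tween-20; 40 min at 37 C. Stopped at pH 10; 4-MU fluorescence Ex 365/Em 440 nm; AC50 by Hill fit.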
IMPase Li inh = cell-permeable IMPase inhibitors with lithium potentiation; CHO-M1 cells, IP1 TR-FRET (IP-One), carbachol + lithium; Potency, µM (top dose mostly 59.4 µM), for the others: at the highest dose activity, negative = IMPase inhibition, most hits filed as inhibitors; hit rate 0.35% among 210,000; AID 1457;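 note: IP1 builds up when IMPase is blocked and the TR-FRET signal falls; plate controls were basal vehicle for no effect and high inhibitor control for full effect; nearly all actives have a fitted effect of over 50% in size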
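Steps: plate 2000 CHO-M1 cells per well and culture 16–30 h; add compound and lithium; incubate 30 min, 37C; add d2-IP1 tracer and Eu cryptate anti-IP1 antibody in lysis buffer; read after 10 min at room temperature.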
GAA glycogen = alters human alpha-glucosidase cleavage of glycogen. P10253. recombinant GAA, glycogen substrate, Amplex Red glucose oxidase fluorescence. Potency, µM (series often up to 76.4 µM), for the others: at the highest dose activity change, negative = inhibition, usual class: inhibitors. hit rate 0.38% among 300,000. AID 2100;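 note: 0% = full enzyme reaction and -100% = no-enzyme basal signal; the screen sought inhibitors and activators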
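Natural-substrate format: glycogen cleavage by 4 nM human enzyme, glucose read by Amplex Red coupling (Ex 573, Em 610 nm). Normalized to enzyme and no-enzyme controls.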
An asterisk follows results filed as active; ? = inconclusive; nt = no result given; & = joins results of further samples; [ ] = remark or other dose. Unless noted, calls come from the whole dose curve; as a rule, active = well fitted curve in the direction sought with a large enough effect; inconclusive = small, poorly fitted or top-dose-only effect, or another doubt; inactive = no such curve, though single readings can be large; an effect the other way counts as inactive or inconclusive. Potency is the fitted concentration of half-maximal effect. Some of the compounds tested (hit frequency here may not be typical).

SMILES	GAA inh	HttQ103 aggreg	GoLoco inh red	HTT cytoprotect	GAA spleen mod	IMPase Li inh	GAA glycogen
COc1ccc(CCNC(=O)CSc2nc(O)c(CCC(C)C)c(=O)[nH]2)cc1OC	?	-6%	9%	2%[1.9 µM]	0%	4%	5%
COc1ccccc1Sc1nc(-c2ccccn2)ncc1OC	-13%	-24%	5%	?	0%	-2%	6%
O=C(NC1CCN(C(=O)NCc2ccccc2)CC1)c1ccco1	-5%	24%	3%	-1%[10 µM]	1%	3%[38.3 µM]	2%
CC(C)(C)NC(=O)CN(C(=O)CS(=O)CC(=O)Nc1ccc(F)cc1)c1ccc(Cl)cc1 (configuration not stated)	-1%	2%	-3%	-1%[1.9 µM]	-17%	23%[38.3 µM]	-4%
NC(=O)c1cc2ccc(O)cc2oc1=NCc1ccccc1	?	?	8%	21%[10 µM]	?	8%	4%
CN(C)S(=O)(=O)c1cccc(-c2cn3ccccc3n2)c1	-5%	1%	12%	-24%	3%	-6%[38.3 µM]	3%
O=P(COCCCCCOCP(=O)(c1ccccc1)c1ccccc1)(c1ccccc1)c1ccccc1	4%	1%	3%	-55%[inhibitor]	-5%	2%	-3%
CCN1CCN(C(=O)CCCn2c(C)c3cnn(-c4ccccc4)c(=O)c3c2C)CC1	?	14%	2%	-17%	-2%	-1%[38.3 µM]	11%
CC1CCCCC12NC(=O)N(CC(=O)Nc1ccccc1-c1ccccc1)C2=O (configuration not stated)	-9%	17%	16%	1%[10 µM]	-6%	-14%	-3%
O=C(COc1ccccc1-c1ccccc1)NCc1cccc(Cl)c1	4%	?	nt	3%[10 µM]	-27%	nt	-10%
Cc1ccc(N/C(=C\C(=O)c2ccccc2)C(=O)O)cc1	?	-4%[9.22 µM]	17%	-7%[10 µM]	5%	4%	-15%
COc1ccc(NC(=O)c2ccc(-c3ccc(-c4noc(C)n4)cc3C)cc2)cc1OCCN(C)C	nt	nt	10%&6%	-140%&-80%[inhibitor]	5%&1%&-5%	12%&13%	nt
Cc1cc2nc(NC3=NCN(CCN4CCOCC4)CN3)nc(C)c2cc1C	1%	-12%	1%	2%[0.074 µM]	-2%	5%[38.3 µM]	2%
CCc1c(C)nc2ncnn2c1N1CCN(S(=O)(=O)c2ccc(OC)cc2)CC1	?	7%[9.22 µM]	10%	26%[10 µM]	2%	4%	-9%
COc1ccc(C)cc1S(=O)(=O)N(CC(=O)Nc1cccc([N+](=O)[O-])c1)c1cc(C)cc(C)c1	-6%	12%	-5%	-15%[10 µM]	-3%	-12%	0%
CCN(C(=O)COC(=O)CNC(=O)c1ccc(C)s1)c1ccccc1	-22%	12%	9%	-5%	-7%	4%	3%
Cc1nn(CC(=O)NCc2ccccn2)c(C)c1[N+](=O)[O-]	nt	-6%[9.22 µM]	1%	19%[10 µM]	2%	4%	2%
O=C(CN1CCN(CC(=O)Nc2ccc3c(c2)OCO3)CC1)Nc1ccc(F)cc1	5%	-6%	-3%	2%	-1%	9%[38.3 µM]	-5%
COc1ccc(C)cc1NC(=O)C12CCC(C)(C(=O)O1)C2(C)C (configuration not stated)	6%	3%	-9%	-4%	-3%	18%[38.3 µM]	-7%
O=C1CCC(C(=O)N(c2ccccc2)C2(C(=O)NC3CCCCC3)CCCCC2)N1 (configuration not stated)	-15%	11%	nt	1%	-3%	nt	-7%
Clc1ccc(C2=Nn3c(nnc3-c3n[nH]c4c3CCC4)SC2)cc1	?	?	15%	-114%[inhibitor][0.074 µM]	-2%	22%[38.3 µM]	11%
NC(=O)NC(=O)COC(=O)c1ccc(OC(F)(F)F)cc1	11%	-6%[9.22 µM]	-2%	-13%	-10%	2%	24%
COc1ccc(N(C(=O)c2cccc([N+](=O)[O-])c2)S(=O)(=O)c2ccc3c(c2)n(C)c(=O)n3C)cc1	-12%	-14%	-4%	-2%	8%	3%[38.3 µM]	1%
COc1ccc(N=C2NC(=O)/C(=C\C=C\c3ccccc3)S2)cc1	-11%	-3%[9.22 µM]	11%	16%[10 µM]	3%	-10%	2%
CCc1ccc(OCC(=O)OC2CCS(=O)(=O)C2)cc1 (configuration not stated)	?	11%	-20%	7%[10 µM]	3%	2%[38.3 µM]	24%
CC(C)c1cc(C(=O)O)c2ccccc2n1	nt	-6%[9.22 µM]	4%	-4%[10 µM]	2%	nt	-7%
C=CCNC(=S)NCCCCC1NC(=S)N(CC=C)C1=O (configuration not stated)	-5%	3%	15%	30%[10 µM]	5%	3%	?
O=C(N1CCCC1)C12CCC3CC(CC(C3)C1)C2	3%	-1%[9.22 µM]	6%	-4%	4%	20%[38.3 µM]	0%
Cc1c(Cl)c([N+](=O)[O-])nn1CCCC(=O)O	-1%	23%	-27%	2%[10 µM]	7%	-2%	26%
O=C(NCCc1csc(-c2ccccc2)n1)c1ccc(Br)o1	-2%	-12%	7%	1%[10 µM]	1%	26%[38.3 µM]	2%

Next results:
Second line of a record: GAA inh | HttQ103 aggreg | GoLoco inh red | HTT cytoprotect | GAA spleen mod | IMPase Li inh | GAA glycogen
O=C(CCc1ccccc1)Nc1ccc(Cl)cn1
  -12% | -5% | 15% | -73%[inhibitor][0.074 µM] | -3% | -12%[38.3 µM] | 7%
Cc1cccc(/C=N/NC(=O)C(C)Nc2cccc3ccccc23)n1 (configuration not stated)
  3% | -25% | 12% | -14% | -5% | 16%[38.3 µM] | -12%
Cn1c(=O)c2c(=O)cc(N)[nH]c2n(C)c1=O
  -6% | -3%[9.22 µM] | 11% | 14%[10 µM] | -5% | nt | -1%
COCCNC(=O)c1cc2c(-c3ccccc3F)nn(C)c2s1
  -1% | 4% | -1% | -16%[10 µM] | 1% | 7% | 2%
CC1(C)CC2(CCO1)OC(=O)CC2C(=O)NCc1ccccc1 (configuration not stated)
  8% | 10% | 4% | -10% | -3% | -10%[38.3 µM] | 3%
CCc1cc(CNC(=O)CC2C(=O)NCCN2Cc2cccc(OC)c2)on1 (configuration not stated)
  nt | -1%[9.22 µM] | -13% | 7%[10 µM] | 1% | -3% | -4%
Cc1c(C(=O)N/N=C/c2ccccc2)[nH]c2ccc(Cl)cc12
  1% | -3% | 7% | -8%[1.9 µM] | -6% | 12% | 10%
CC1=CC(C)(C)N(C(=O)CSc2nnc(-c3ccc(C)cc3)o2)c2ccc(C)cc21
  2% | ? | 5% | -26% | -11% | 46%[activator][38.3 µM] | -11%
COC(=O)c1ccc(OCC(=O)c2cccc(OC)c2)cc1
  1% | -2% | 2% | -12%[10 µM] | -2% | 5% | 1%
Cc1ccc(NC(=O)CCNC(=O)c2ccco2)cc1
  -2% | -2% | -10% | 36%[10 µM] | 0% | -5% | -8%

In the list so far, these contain fluorine:
Second line of a record: GAA inh | HttQ103 aggreg | GoLoco inh red | HTT cytoprotect | GAA spleen mod | IMPase Li inh | GAA glycogen
CC(C)(C)NC(=O)CN(C(=O)CS(=O)CC(=O)Nc1ccc(F)cc1)c1ccc(Cl)cc1 (configuration not stated)
  -1% | 2% | -3% | -1%[1.9 µM] | -17% | 23%[38.3 µM] | -4%
O=C(CN1CCN(CC(=O)Nc2ccc3c(c2)OCO3)CC1)Nc1ccc(F)cc1
  5% | -6% | -3% | 2% | -1% | 9%[38.3 µM] | -5%
NC(=O)NC(=O)COC(=O)c1ccc(OC(F)(F)F)cc1
  11% | -6%[9.22 µM] | -2% | -13% | -10% | 2% | 24%
COCCNC(=O)c1cc2c(-c3ccccc3F)nn(C)c2s1
  -1% | 4% | -1% | -16%[10 µM] | 1% | 7% | 2%

(listing goes on)
Second line of a record: GAA inh | HttQ103 aggreg | GoLoco inh red | HTT cytoprotect | GAA spleen mod | IMPase Li inh | GAA glycogen
Cc1nn(-c2cc(C(F)(F)F)ccc2Cl)c2nc(C(F)(F)F)[nH]c(=O)c12
  -2% | -19% | 15% | 2%[10 µM] | -21% | -11% | -2%
O=C(c1ccc(Cl)c(S(=O)(=O)N2CCc3ccccc3C2)c1)N1CCN(c2ccccc2)CC1
  0% | 5% | -3% | -11%[10 µM] | -1% | 5% | -9%
CCCN(CCC)CC(O)Cn1c2ccccc2c2ccccc21 (configuration not stated)
  -4% | -11%[9.22 µM] | 18% | -16%[10 µM] | 0% | 13% | 6%
Cc1c(CC(=O)O)c(=O)oc2cc(OCc3nn[nH]n3)ccc12
  9% | 6% | 0% | -6% | 4% | -4%[38.3 µM] | 9%
Clc1ccc(C[n+]2cc(-c3ccc(Cl)cc3)n3c2CCC3)cc1
  nt | -4%[9.22 µM] | 4% | 4%[10 µM] | -4% | nt | 1%
O=C(Cn1cnc2c(oc3ccccc32)c1=O)c1ccccc1
  -2% | ? | 5% | -37%[inhibitor][0.074 µM] | -2% | -2%[38.3 µM] | -1%
O=C(CSc1nnc(Cc2cccs2)n1CCc1ccccc1)N1CCCc2ccccc21
  -14% | ? | -5% | -49%[inhibitor] | -3% | 39%[activator][38.3 µM] | 5%
CCOc1ccc(/C=C/C(=O)Nc2ccc3[nH]c(=O)[nH]c3c2)cc1
  8% | 1% | 7% | 10%[10 µM] | 0% | -2% | 6%
O=C(Cn1c(=O)n(-c2ccc(F)cc2)c(=O)c2sccc21)c1ccccc1
  -4% | -15% | 2% | -19%[10 µM] | 1% | 3% | 10%
COCCn1c(=NC(=O)c2cccs2)sc2cc(NC(C)=O)ccc21
  2% | 13% | 4% | 15%[10 µM] | 9% | -1% | -2%
COc1ccccc1CC(=O)Nc1ccc2c(c1)C(=O)NC2=O
  1% | 18% | 9% | 2%[10 µM] | -3% | 1% | -11%
O=C(CN(CC1CCCO1)C(=O)CNS(=O)(=O)c1ccccc1)NCc1ccco1 (configuration not stated)
  -3% | 9%[9.22 µM] | -3% | 14%[10 µM] | 4% | -2% | -8%
S=c1[nH]nc(-c2ccncc2)n1/N=C/C(Cl)=C\c1ccccc1
  7% | -22%[9.22 µM] | 12% | 0%[10 µM] | -4% | 23% | -19%

Compound profiles, as listed above. Order of screens: GAA inh | HttQ103 aggreg | GoLoco inh red | HTT cytoprotect | GAA spleen mod | IMPase Li inh | GAA glycogen
`COCCn1c(=NC(=O)c2cccs2)sc2cc(NC(C)=O)ccc21` across the screens: 2% | 13% | 4% | 15%[10 µM] | 9% | -1% | -2%
`O=C(CN(CC1CCCO1)C(=O)CNS(=O)(=O)c1ccccc1)NCc1ccco1` (configuration not stated) across the screens: -3% | 9%[9.22 µM] | -3% | 14%[10 µM] | 4% | -2% | -8%
